H9c2 protect = protects H9c2 cardiomyocytes from peroxide injury | H2O2 injury protection, ATPLite, 2 h | protection from H2O2 cell death, % at 20 µM | 360,000 compounds, 0.63% hits;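 active means compounds giving at least 50% protection of heart cells from peroxide-induced death in the single-dose screen, raw or plate-pattern-corrected value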;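 further: 0% = DMSO wells with peroxide and 100% = DMSO wells without peroxide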
MC4R ag barr = agonists of human melanocortin 4 receptor (MC4R) beta-arrestin. U2OS MC4R beta-arrestin complementation, luminescence; percent of melanotan II response, DMSO zero. activation, % at 8.9 µM. P32245. AID 540308. 360,000 compounds, 0.98% hits;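 active means activation above a per-plate cutoff, the mean activation of sample wells on that plate plus 3 SD, cut at about 8% in these data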
Target sequence (P32245 whole entry, looked up): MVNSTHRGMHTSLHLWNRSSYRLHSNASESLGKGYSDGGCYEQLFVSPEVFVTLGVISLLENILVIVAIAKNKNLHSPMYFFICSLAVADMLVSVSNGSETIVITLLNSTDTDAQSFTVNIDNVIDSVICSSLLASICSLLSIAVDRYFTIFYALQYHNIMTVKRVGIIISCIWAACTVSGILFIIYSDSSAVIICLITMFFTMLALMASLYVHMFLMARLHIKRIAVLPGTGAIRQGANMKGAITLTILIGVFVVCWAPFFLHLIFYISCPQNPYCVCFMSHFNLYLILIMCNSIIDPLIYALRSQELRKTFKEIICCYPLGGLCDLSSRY
hiPSC survival = enhancers of human iPSC single-cell survival | 360,000 compounds, 0.044% hits | survival enhancement, % at 20 µM | hiPSC single-cell survival, ATPlite luminescence; 100% = ROCK inhibitor wells, 0% = DMSO | AID 602274; in the data active means survival enhancement above about 18%;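 further: cells exposed to compounds for 16 hours before the ATP read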
Glyco luc inh = blocks N-linked glycosylation in D54 reporter cells; D54 ERlucT glycosylation luciferase reporter, 24 h; percent of 100 nM tunicamycin response; reporter increase, % at 12.5 µM; 360,000 compounds, 0.23% hits; AID 588692;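 active means mean luciferase reporter signal, scaled so untreated is 0 and the glycosylation-blocking control 100, at or above a set limit in every replicate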;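 further: luciferase carries N-glycosylation sites so blocking glycosylation raises the light; 0% = median of neutral control wells and 100% = median of 100 nM tunicamycin wells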
ABHD5-PLIN5 inh = ABHD5-PLIN5 protein interaction inhibition; Split G. princeps luciferase complementation, luminescence, 4 h; inhibition, % at 4 µM; 360,000 compounds, 0.78% hits; AID 602281;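 active means inhibition above the mean inhibition across every tested compound plus 3 SD, cut at about 22% in these data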;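 further: 0% = DMSO only wells and the 100% control is not disclosed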
MC4R antagonist = human MC4R antagonism in cAMP assay. AID 540295. inhibition, % at 6.5 µM. MC4R-expressing cells, MTII-stimulated cAMP, LANCE TR-FRET. P32245. 360,000 compounds, 0.48% hits;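 active means inhibition above its plate's cutoff, the mean of tested wells on that plate plus 3 SD, cut at about 29% in these data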;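 further: 0% = Melanotan II alone and 100% = Melanotan II plus saturating MCL0020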
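System – human MC4R-expressing U2OS cells · Also added – Melanotan II · Dosing – one concentration, 6.5 µM nominal · Timing – 30-min compound, 1-h challenge, 1-h detection, room temperature · Measured by – Eu-cAMP/anti-cAMP TR-FRET, emission 671 nm · Replicates – singlicate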
aDG glyco act = increases alpha dystroglycan glycosylation; Pro5-aDG cells, alpha-DG glycosylation AlphaScreen (IIH6); 0% Pro5, 100% B10-LARGE cell signal; activation, % at 10 µM; 360,000 compounds, 0.22% hits;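 active means activation of at least 8% versus controls, or a plate z-score of at least 8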;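 further: Pro5 are CHO cells carrying HIG-tagged alpha-DG that lacks glycosylation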
Exocytosis inh = blocks lytic granule exocytosis | TALL-104 LAMP-1 surface exposure, flow cytometry; cells stimulated with thapsigargin and PMA | inhibition, % at 10 µM | 360,000 compounds, 0.66% hits | AID 651702;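 active means inhibition above about 55%, limit read from the data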
ABCB6 inh MLPCN = blocks the human ABCB6 transporter. fluorescence ratio to DMSO, % at 10 µM. AID 602162. K562-ABCB6 porphyrin accumulation, flow cytometry, 1 h; hits give low values. Q9NP58. 360,000 compounds, 0.19% hits;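 active means fluorescence ratio to DMSO below 75%, the collection mean minus 3 SD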;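 further: signal is porphyrin accumulated inside mitochondria; 100% equals median channel fluorescence of DMSO control wells; lower ratio means ABCB6 inhibition with less porphyrin fluorescence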
HTR2A ag = mouse HTR2A agonism via beta-arrestin recruitment; CHO-K1 mHTR2A beta-arrestin complementation, luminescence; percent of 30 µM serotonin response; activation, % at 7.6 µM; 360,000 compounds, 0.66% hits;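 active means activation above a run cutoff, the mean activation of all tested compounds plus 3 SD, cut at about 14% in these data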;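 further: 0% = plate median of compound wells and 100% = 30 µM serotonin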
Target sequence (P35363 whole entry, looked up): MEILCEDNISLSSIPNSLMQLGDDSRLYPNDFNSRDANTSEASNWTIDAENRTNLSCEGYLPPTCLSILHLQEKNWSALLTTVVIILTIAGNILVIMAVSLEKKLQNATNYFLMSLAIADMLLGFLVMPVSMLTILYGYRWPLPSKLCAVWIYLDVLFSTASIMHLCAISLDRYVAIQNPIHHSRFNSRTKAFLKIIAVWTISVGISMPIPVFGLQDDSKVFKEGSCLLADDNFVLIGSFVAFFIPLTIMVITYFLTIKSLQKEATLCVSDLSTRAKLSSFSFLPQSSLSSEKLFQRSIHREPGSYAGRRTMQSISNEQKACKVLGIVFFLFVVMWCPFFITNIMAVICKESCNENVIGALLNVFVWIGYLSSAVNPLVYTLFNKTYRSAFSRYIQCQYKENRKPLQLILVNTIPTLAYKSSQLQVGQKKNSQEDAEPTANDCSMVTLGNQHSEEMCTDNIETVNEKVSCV
* marks the source's active call; other numbers are inactive results; · = no result given; & = joins results of further samples.

mol | H9c2 protect | MC4R ag barr | hiPSC survival | Glyco luc inh | ABHD5-PLIN5 inh | MC4R antagonist | aDG glyco act | Exocytosis inh | ABCB6 inh MLPCN | HTR2A ag
CCc1ccc(N(CC(=O)NC2CCCC2)S(=O)(=O)c2c(C)noc2C)cc1 | -1 | 1.0 | -0.6 | 0 | -5 | 11 | 0.2 | -1 | 106 | -1
CCOc1ccccc1N=NC1C(=O)N(C(N)=S)N=C1C (stereo not drawn) | 5 | 1.1 | 0.1 | 4 | 4 | 9 | 0.2 | -15 | 115 | 3
Cc1ccc(S(=O)(=O)N(C)CC(=O)Oc2ccc(-c3nnco3)cc2)cc1 | 0 | -0.2 | 0.0 | 2 | -3 | 23 | -0.1 | -4 | 101 | 0
C/C(=N\N=C1\NC(=O)C(CC(=O)Nc2ccc(Cl)cc2)S1)c1ccco1 (stereo not drawn) | -4 | 0.3 | -1.2 | 1 | 3 | -3 | 0.2 | -4 | 103 | -2
Cc1ccc(-c2noc(C3CCCN(C(=O)c4ccccc4)C3)n2)o1 (stereo not drawn) | 1 | 2.3 | 0.4 | -1 | 2 | -3 | 0.1 | 2 | 90 | 3
COc1cccc(OC)c1C(=O)Nc1cccc(NC(=O)c2cccs2)c1 | 9 | -1.1 | 2.0 | -1 | -12 | 1 | 0.0 | -6 | 99 | 0
CN(CCc1ccccc1)C(=O)c1ccc(NC(=O)Cc2cccc(NC(=O)C3CCN(C(=O)CCc4ccccc4)CC3)c2)cc1 | -4 | -2.0 | -2.7 | 0 | 2 | 2 | -0.1 | -3 | 105 | -5
O=c1[nH]c(CN2CCN(c3ncccn3)CC2)nc2c(Br)cc(Br)cc12 | 31 | 0.7 | -0.4 | 0 | 1 | 4 | 0.0 | 1 | 96 | -1

Two of the compounds above, with each value named.
> CN(CCc1ccccc1)C(=O)c1ccc(NC(=O)Cc2cccc(NC(=O)C3CCN(C(=O)CCc4ccccc4)CC3)c2)cc1
  H9c2 protect: -4
  MC4R ag barr: -2.0
  hiPSC survival: -2.7
  Glyco luc inh: 0
  ABHD5-PLIN5 inh: 2
  MC4R antagonist: 2
  aDG glyco act: -0.1
  Exocytosis inh: -3
  ABCB6 inh MLPCN: 105
  HTR2A ag: -5
> O=c1[nH]c(CN2CCN(c3ncccn3)CC2)nc2c(Br)cc(Br)cc12
  H9c2 protect: 31
  MC4R ag barr: 0.7
  hiPSC survival: -0.4
  Glyco luc inh: 0
  ABHD5-PLIN5 inh: 1
  MC4R antagonist: 4
  aDG glyco act: 0.0
  Exocytosis inh: 1
  ABCB6 inh MLPCN: 96
  HTR2A ag: -1

(next part)
mol | H9c2 protect | MC4R ag barr | hiPSC survival | Glyco luc inh | ABHD5-PLIN5 inh | MC4R antagonist | aDG glyco act | Exocytosis inh | ABCB6 inh MLPCN | HTR2A ag
CCC(C)(C)NC(=O)C(c1ccccc1Cl)N(C(=O)CCC(=O)Nc1cc(C)on1)C1CC1 (stereo not drawn) | 0 | 2.5 | 0.9 | 2 | 3 | -1 | -0.1 | 22 | 95 | -4
COC(=O)c1cc(C(=O)N2CCN(c3ccccc3OC)CC2)cc([N+](=O)[O-])c1 | 1 | -1.4 | -0.5 | 18 | 3 | -23 | -0.2 | 1 | 97 | 3
CCOC(=O)c1c(NC(=O)c2ccc(S(=O)(=O)N(C)CC3CCCO3)cc2)sc2c1CCN(C)C2 (stereo not drawn) | 6 | -1.6 | 0.1 | -2 | 5 | 0 | -0.1 | 17 | 101 | -13
CCCCOC1CC(c2ccc(OCc3ccc(OC)cc3)c(OC)c2)N(C)O1 (stereo not drawn) | -7 | -2.5 | 0.7 | -5 | -9 | 0 | 0.1 | 1 | 98 | -1
COc1ccc(Cc2nnc(SCC(=O)Nc3ccccc3C#N)o2)cc1 | 13 | -3.3 | -0.2 | 2 | 0 | 5 | -0.3 | 1 | 94 | -2
Cc1c(C(=O)NCCSCc2c(F)cccc2Cl)cnn1-c1ccc(F)cc1 | -4 | 1.7 | -0.8 | -3 | -3 | -4 | 0.1 | -6 | 101 | -6
CCn1cc(CN2CCC(n3nccc3NC(=O)CCCc3ccccc3)CC2)cn1 | 1 | -1.2 | -0.6 | 0 | 4 | 1 | -0.4 | -6 | 95 | -5
O=C1CC(c2ccc(F)cc2)C(n2cncn2)C(O)=C1C1NCCc2ccccc21 (stereo not drawn) | 5 | -1.6 | 0.0 | 4 | -6 | -4 | -0.1 | -5 | 104 | 0
Cn1c(SCC(=O)N2CCOCC2)nc(O)cc1=O | 4 | -1.5 | -2.0 | -1 | 8 | 4 | 0.0 | 2 | 91 | 3
COc1ccc(-c2c(C#N)c(C)nc3c2C(=O)c2ccccc2-3)cc1 | 3 | -0.3 | 1.0 | 3 | 1 | 7 | -0.3 | 1 | 91 | -1
COc1ccc(-c2csc(NC(=S)NC(=O)c3cccs3)n2)cc1OC | 15 | 4.7 | 0.0 | -1 | -4 | 7 | 0.1 | 4 | 101 | -3
COc1cccc(OC)c1C(=O)Nc1nc2cc3c(cc2s1)OCO3 | -4 | 0.1 | -0.4 | 1 | -6 | 0 | 0.0 | -2 | 93 | -4
CCOC1=C2CN(S(=O)(=O)c3ccc(C)cc3)C(c3ccc(C)cc3)CC2N(S(=O)(=O)c2ccc(C)cc2)C(c2ccccc2)C1 (stereo not drawn) | · | · | · | · | 3 | · | 1.8 | 2 | · | -1
COc1ccc(NC(=O)CN(C)C(=O)CCc2ccccc2)cc1 | 7 | -0.8 | -0.6 | 0 | -1 | -1 | 0.0 | -8 | 98 | 6
Cc1ccc(OCCN2C(=O)OC(C)(C)C2(C)O)cc1 (stereo not drawn) | 3 | -1.1 | 0.6 | 0 | 3 | 0 | 1.9 | 0 | 97 | 3
O=C(O)Cc1ccc(C(=O)c2ccccc2F)s1 | -2 | -2.6 | -0.2 | 1 | 0 | 1 | 0.3 | -1 | 96 | -2
O=C(Nc1ccc(NC(=O)c2cccs2)cc1Cl)c1ccco1 | 6 | 0.9 | 1.1 | 0 | 3 | -3 | 0.0 | -2 | 88 | 0
CCn1c(SCC(=O)N2CCCc3ccccc32)nnc1-c1ccoc1C | 6 | -0.8 | -1.4 | 1 | -1 | 6 | 0.1 | -2 | 94 | -3
O=C(c1ccccc1)c1ccc(Oc2ccc([N+](=O)[O-])cc2[N+](=O)[O-])cc1 | -10 | -1.8 | -2.1 | 13 | 10 | -7 | 0.0 | 0 | 93 | -1
CC1=NN(c2ccccc2)C(=O)/C1=C/c1ccc(Cl)cc1 | -6 | -1.0 | -0.2 | -1 | -12 | 0 | 0.2 | -12 | 91 | 2
CCOc1cc(/C=N/NC(=O)C(=O)NC)cc(Br)c1O | -1 | -1.0 | -2.4 | 2 | -4 | -1 | -0.2 | 0 | 98 | 3
CCCC(=O)N1CCN(c2ccc(NC(=O)c3ccc4c(c3)OCCO4)cc2)CC1 | 0 | -3.1 | -0.6 | -2 | 0 | -7 | 0.0 | -9 | 97 | 4
COc1ccccc1NC(=O)COC(=O)C1CC(=O)N(c2ccc3c(c2)OCCO3)C1 (stereo not drawn) | 9 | 0.8 | 1.3 | -1 | -15 | 15 | -0.1 | -10 | 101 | 1
Cn1cccc1/C=C(\C#N)c1ccccc1 | 2 | -2.2 | -0.4 | 0 | 2 | -5 | -0.1 | -16 | 128 | -3
CC(C)Cc1nnc(NC(=O)c2ccc(N3CCCC3=O)cc2)s1 | 5 | -1.0 | 0.6 | 3 | -4 | 9 | 0.2 | -1 | 95 | -8
COc1cc(OC)c(OC)cc1CN1CCCC(C(=O)N2CCCCC2)C1 (stereo not drawn) | 0 | 0.7 | 1.6 | 2 | 3 | 4 | 0.7 | -3 | 93 | 0
COc1cc(CNC(=O)CCC(=O)N2C[C@H]3C[C@H](C2)c2cccc(=O)n2C3)cc(OC)c1OC | -1 | -0.4 | -1.4 | 7 | 4 | 7 | 0.1 | 5 | 102 | -2
COC1=CC(=O)c2ccccc2C1=O | -13 | -2.0 | -4.7 | -16 | -11 | -2 | 5.1 | 13 | 115 | 3
O=C(COC(=O)c1ccc(Br)o1)Nc1ccc2[nH]c(=O)[nH]c2c1 | 5 | 0.2 | -0.3 | 0 | -8 | 3 | 0.3 | 12 | 107 | 4
S=C(N/N=C/c1cccc2ccccc12)Nc1cccc(Cl)c1 | 2 | 0.5 | -0.5 | 1 | 3 | 3 | 0.1 | -24 | 97 | -9
Cc1cc(NC(=O)C(C)SCC(=O)OCc2c(Cl)cccc2Cl)no1 (stereo not drawn) | 4 | -2.8 | -0.6 | 3 | -7 | 6 | 0.2 | 0 | 96 | 4
Cc1ccc(C(=O)O)cc1-c1ccc(/C=C2/NC(=O)N(c3ccccc3)C2=O)o1 | 2 | -1.3 | 0.6 | 2 | 5 | -5 | 0.1 | 0 | 100 | 1
CC(=O)Nc1c(O)nc(SCC(=O)N2CCN(c3ccc(F)cc3)CC2)[nH]c1=O | 4 | 0.2 | -0.6 | 1 | -8 | 10 | -0.2 | -3 | 104 | 6
O=C(NCc1ccc(F)cc1)Nc1cccc(Cl)c1 | -9 | -2.2 | -3.2 | -2 | -3 | 3 | 0.6 | 0 | 97 | -2
Cc1ccc(CNC(=O)C2CCN(S(=O)(=O)N3CC(C)CC(C)C3)CC2)cc1 (stereo not drawn) | 0 | -1.9 | 0.1 | 2 | -4 | 3 | -0.6 | 0 | 105 | 5
COC(=O)c1cccc(NC(=O)CN(c2ccc3c(c2)OCO3)S(C)(=O)=O)c1C | -2 | -0.4 | 0.3 | -1 | 6 | -2 | 0.1 | -2 | 94 | -1
COc1cc2c(O)c3c(c(-c4ccc5c(c4)OCO5)c2cc1OC)C(=O)OC3 | 7 | -2.0 | -3.5 | -13 | 1 | -16 | -0.4 | 1 | 100 | 8
Cc1ccc(N2CC(C(=O)NCc3nnnn3-c3ccc(C)c(C)c3)CC2=O)cc1 (stereo not drawn) | -6 | -1.6 | -0.5 | -1 | -1 | 4 | -0.3 | -6 | 94 | 5
CCS(=O)(=O)N1CCC(C(=O)c2ccc(Cl)cc2)CC1 | 1 | 2.0 | 0.5 | -3 | -6 | 5 | 0.0 | 2 | 93 | 1
CCCCNC(=O)N(O)C1N(/N=C/c2ccc(N(C)C)cc2)C(=S)SC1(C)C (stereo not drawn) | 5 | 0.0 | -0.1 | 0 | 1 | -2 | 0.0 | -9 | 96 | 0
Cc1cccc(NC(=O)Cn2nnc3ccccc32)c1 | -2 | -2.8 | 1.0 | 1 | -2 | 2 | -0.2 | -3 | 91 | 1
Cc1ccc(S(=O)(=O)N(C)c2c(C)ccc(S(=O)(=O)N3CCN(C=O)CC3)c2C)cc1 | 0 | -0.6 | 0.9 | -1 | 1 | 1 | 0.0 | -3 | 94 | 4
O=C(Nc1ccccc1C(=O)O)c1cccc(NC(=O)c2ccccc2Cl)c1 | 7 | 1.5 | 0.5 | 2 | 3 | -2 | -0.1 | -4 | 99 | 4
O=C(CSc1nnc(COc2cccc3ccccc23)o1)N1CCN(C(=O)c2ccco2)CC1 | 8 | 1.7 | 0.4 | -2 | 2 | -1 | 0.1 | -3 | 85 | -4
COC(=O)Nc1ccc2c(c1)N(C(=O)CCN1CCN3CCCC3C1)c1ccccc1CC2 (stereo not drawn) | 4&2 | -0.5&0.1 | -2.2&0.0 | 0&0 | 0&3 | 0&13 | 0.4&-0.3 | -1&-1 | 95&104 | 5&-4

Screening data from PubChem BioAssay.
